# Screening data: PubChem, NMMLSC
# GSH fluor: compound fluorescence on glutathione beads, profiling panel, artefact control, biophysical, 488/530 nm, flow cytometry. AID 1776, 2009. 0.25% of 190,000 active. fluorescence (KMESF) at 10 µM. GSH beads flow cytometry, compound fluorescence 488/530 nm; stronger effect = higher value; in the data active means fluorescence above about 89;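 further: glutathione beads carrying GST-tagged Bcl family fusion proteins plus one bare bead set; values are compound well signal with DMSO vehicle wells as background; inactives centre near 16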
# RGS7-Gao reg: RGS7-Galphao binding modulators, primary screen, biochemical, multiplexed bead flow cytometry | 0.35% of 220,000 active | AID 1439, 2008 | actives lie on both sides | binding response (% of control), % at 10 µM; in the data active means binding response below about 49% or above about 150%; inconclusive means no clear call, values can overlap the other calls; inactive means in between;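 further: fluorescent Galphao held in activated GDP-AlF4 state binding bead-coupled RGS7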
# Bfl-1 Bim block: inhibitors of Bim binding to Bfl-1, primary screen, biochemical, multiplexed, bead-based flow cytometry; Bcl-2-related protein A1 (Homo sapiens), Q16548; Bim-Bfl-1 binding inhibition; inhibition, % at 10 µM; 0.12% of 190,000 active; AID 1008, 2008;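 further: 0% = wells without compound plus tracer and 100% = blocker peptide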
# Bcl-W Bim block: inhibitors of Bim binding to Bcl-W, primary screen, biochemical, multiplexed, bead-based flow cytometry | Bim peptide-Bcl-W binding | 0.02% of 190,000 active | AID 952, 2007 | inhibition, % at 10 µM;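 further: 0% = bound tracer without compound and 100% = peptide blocker; higher means less fluorescent Bim peptide bound to Bcl-W beads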
# Target sequence (Q92843 whole entry, looked up): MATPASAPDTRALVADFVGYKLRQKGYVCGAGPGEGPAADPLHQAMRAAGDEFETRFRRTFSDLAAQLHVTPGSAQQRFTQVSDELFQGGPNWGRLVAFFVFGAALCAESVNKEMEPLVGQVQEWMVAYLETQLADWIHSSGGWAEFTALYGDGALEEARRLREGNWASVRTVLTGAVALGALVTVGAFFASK
# Bim-Bcl-XL: inhibitors of Bim-Bcl-XL binding, primary screen, biochemical, multiplexed, bead flow cytometry, human Bcl-XL; Bcl-2-like protein 1 (Homo sapiens), Q07817; inhibition, % at 10 µM; Bim peptide-Bcl-XL binding, fluorescence; 0.04% of 190,000 active; AID 1007, 2008
# Target sequence (Q07817 whole entry, looked up): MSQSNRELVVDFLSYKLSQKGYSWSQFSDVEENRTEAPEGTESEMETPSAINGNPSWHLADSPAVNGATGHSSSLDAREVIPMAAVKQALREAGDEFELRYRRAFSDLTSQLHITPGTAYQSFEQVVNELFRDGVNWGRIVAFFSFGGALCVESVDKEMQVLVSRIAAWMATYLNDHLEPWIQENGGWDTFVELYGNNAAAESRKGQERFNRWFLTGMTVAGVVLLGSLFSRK
# ABCB1 inh: ABCB1 efflux pump inhibitors, primary screen, cell-based, multiplex, flow cytometry, ABCG2 counter-screen. ATP-dependent translocase ABCB1 (Homo sapiens), P08183. CCRF-Adr cells, JC-1 efflux. inhibition, % at 6.6 µM. 0.067% of 190,000 active. AID 1326, 2008; in the data active means inhibition above about 40%;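 further: 0% = vehicle and 100% = reference inhibitor; higher value means more JC-1 retained so stronger ABCB1 efflux block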
# RGS4-Gao reg: modulators of RGS4 binding to Galphao, primary screen, biochemical, multiplexed bead flow cytometry. 0.33% of 220,000 active. binding response (% of control), % at 10 µM. Guanine nucleotide-binding protein G(o) subunit alpha (Homo sapiens), P09471. actives lie on both sides. AID 1415, 2008; in the data active means binding response below about 49% or above about 150%; inactive means in between;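 further: fluorescent Galphao activated with aluminum fluoride binding bead-coupled RGS4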
# ABCG2 inh: ABCG2 efflux pump inhibitors, primary screen, multiplex with ABCB1, IgMXP3 cells, flow cytometry; inhibition, % at 6.6 µM; JC-1 efflux; 0.1% of 190,000 active;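 active means inhibition above 80%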;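 further: 0% = DMSO and 100% = nicardipine control wells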
#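 Assay system – ABCG2 IgMXP3 and barcoded ABCB1 CCRF-Adr cell mix · Input – 3 million cells/mL in well · Reagent – JC-1 fluorescent substrate · Compound – single test compound dose, 6.6 µM final · Timing – 10 min exposure at 25 °C with rotation, no wash · Detection – flow cytometry of retained JC-1 fluorescence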
# Bcl-2 Bim block: inhibitors of Bim-Bcl-2 binding, primary screen, biochemical, multiplexed, human Bcl-2 family; Bead-based flow cytometry, Bim peptide-Bcl-2 binding; Apoptosis regulator Bcl-2 (Homo sapiens), P10415; inhibition, % at 10 µM; 0.06% of 190,000 active; in the data active means inhibition above about 40%; inconclusive means no clear call, values can overlap the other calls;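 further: 0% = no compound wells with probe peptide and 100% = reference peptide inhibitor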
# Target sequence (P10415 whole entry, looked up): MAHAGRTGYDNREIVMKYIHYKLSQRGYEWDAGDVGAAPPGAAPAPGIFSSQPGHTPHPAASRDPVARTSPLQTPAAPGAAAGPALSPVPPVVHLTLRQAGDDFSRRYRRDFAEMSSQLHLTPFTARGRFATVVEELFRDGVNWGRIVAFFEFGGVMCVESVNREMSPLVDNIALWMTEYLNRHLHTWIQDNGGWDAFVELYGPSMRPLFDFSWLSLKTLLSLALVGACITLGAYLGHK
# RGS8-Gao: RGS8-Galphao binding modulators, primary screen, biochemical, multiplexed bead flow cytometry; Guanine nucleotide-binding protein G(o) subunit alpha (Homo sapiens), P09471; actives lie on both sides; response (percent of control binding), % at 10 µM; 0.34% of 220,000 active; AID 1423, 2008; in the data active means response below about 60% or above about 140%; inactive means in between;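 further: Galphao activated as the GDP aluminium fluoride complex binding bead-coupled RGS8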
# Bim-Bcl-B: inhibitors of Bim-Bcl-B binding, primary screen, biochemical, multiplexed, human Bcl-2 family. Bcl-2-like protein 10 (Homo sapiens), Q9HD36. bead-based flow cytometry, Bim peptide-Bcl-B binding. inhibition, % at 10 µM. 0.073% of 190,000 active. AID 951, 2007;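 further: 0% = tracer peptide without compound and 100% = reference inhibitor peptide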
# Target sequence (Q9HD36 whole entry, looked up): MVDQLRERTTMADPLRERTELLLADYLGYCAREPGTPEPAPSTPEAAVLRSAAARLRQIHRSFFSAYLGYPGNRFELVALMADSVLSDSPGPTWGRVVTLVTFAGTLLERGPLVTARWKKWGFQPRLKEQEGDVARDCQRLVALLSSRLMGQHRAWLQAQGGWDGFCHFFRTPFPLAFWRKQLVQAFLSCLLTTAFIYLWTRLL
# An asterisk follows results filed as active; ? = inconclusive. Unless noted, no stated cut-off is given here; in the data, active means inhibition above about 40%.
SMILES,GSH fluor,RGS7-Gao reg,Bfl-1 Bim block,Bcl-W Bim block,Bim-Bcl-XL,ABCB1 inh,RGS4-Gao reg,ABCG2 inh,Bcl-2 Bim block,RGS8-Gao,Bim-Bcl-B
COc1cccc(-n2c(Cc3cc(=O)[nH]c(=O)[nH]3)nnc2SCC(=O)NC2CCCC2)c1,14,76.0,-8.0,0.0,-1.0,0.3,99.7,0.3,-6.0,74.9,-6.0
CC(=O)Nc1cc2c(cc1C(=O)C(C)C)OCCO2,20,108.0,-6.0,6.0,-2.0,-3.7,105.3,-3.5,1.0,103.6,-1.0
CCOC(=O)c1[nH]c2cc(OC)c(OC)cc2c1N,29,101.6,-12.0,-6.0,-8.0,-1.6,99.8,30.9,-10.0,100.3,-20.0
COc1ccc(C2N(c3ccccn3)C(=O)C3CCCN32)c(OC)c1 (stereo not given),14,98.8,-15.0,-1.0,-10.0,0.0,94.7,-0.1,-11.0,96.7,-11.0
OC1CCCN(Cc2c3ccccc3cc3ccccc23)C1 (stereo not given),14,102.9,-8.0,1.0,0.0,0.1,99.8,0.5,-1.0,102.6,-2.0
COC(=O)CC1C(=O)NCCN1C(=O)CSc1nnnn1-c1ccc(Cl)cc1 (stereo not given),12,100.3,-9.0,-1.0,-3.0,0.2,101.4,4.0,-3.0,105.9,-6.0
COc1ccc(OC)c(S(=O)(=O)Nc2cc(OC)c(Cl)cc2OC)c1,11,98.7,1.0,0.0,0.0,0.9,99.2,8.4,-2.0,100.5,2.0
N=C(SC1CC(=O)N(c2ccc(F)cc2)C1=O)N1N=C(c2ccccc2)CC1c1ccccc1 (stereo not given),13,?,-5.0,-3.0,-4.0,-1.1,101.3,-2.6,0.0,101.4,0.0
CCOc1ccc(-n2c(SCc3nc(-c4ccc(C)cc4)no3)nnc2-c2ccncc2)cc1,15,99.2,-2.0,3.0,-4.0,1.4,98.4,3.3,-5.0,100.8,-4.0
O=C(COC(=O)CNC(=O)c1ccccc1)Nc1ccc2c(c1)OCO2,20,94.0,-8.0,-2.0,-1.0,-0.5,93.1,0.3,-3.0,98.0,-6.0
O=C(N/N=C/c1cccs1)c1cc(-c2ccc3ccccc3c2)n[nH]1,18,103.1,-13.0,3.0,-5.0,-0.6,101.4,-2.3,-11.0,99.4,-10.0
CN(C(=O)COC(=O)c1cc([N+](=O)[O-])ccc1N1CCCC1)C1CCS(=O)(=O)C1 (stereo not given),12,100.0,-5.0,0.0,1.0,0.1,103.6,0.9,-1.0,101.8,3.0
CC(C)(C)NC(=O)CSc1nc(-c2ccccc2)c(-c2ccccc2)[nH]1,12,106.4,-13.0,1.0,-2.0,0.7,102.4,13.6,-2.0,106.7,-5.0
O=C(C1CC1)N1CCc2cc(S(=O)(=O)N3CCOCC3)ccc21,14,104.5,-6.0,2.0,0.0,0.6,104.4,4.4,-5.0,105.0,-6.0
CCCSc1nc(O)c(C(c2ccc(OC)c(O)c2)c2c(O)nc(SCCC)n(C)c2=O)c(=O)n1C,8,95.5,4.0,1.0,0.0,-0.8,93.8,-5.3,2.0,82.8,2.0
CC1(C)CC(=O)c2cc(NC(=O)c3ccc(F)cc3)c(=O)oc2C1,15,?,4.0,0.0,0.0,0.6,103.1,9.8,0.0,101.0,-1.0
O=C1c2ccccc2C(=O)N1CCCCSc1nc2ccccc2o1,24,99.8,-17.0,-2.0,-9.0,1.5,100.7,14.6,-12.0,99.0,-9.0
CC1CN(c2oc(COc3ccc(Cl)cc3Cl)nc2C#N)CC(C)O1 (stereo not given),23,101.0,-6.0,-3.0,-5.0,0.0,100.6,2.3,-4.0,101.0,-6.0
O=C(CSc1ccc2nnc(-c3cccnc3)n2n1)NCc1ccco1,15,97.2,-8.0,3.0,2.0,-1.2,100.0,-2.3,-2.0,96.0,1.0
CC(C)CCNC(=O)[C@H](CSCc1ccccc1)N1Cc2ccccc2C1=O,13,102.8,0.0,0.0,-8.0,1.9,104.1,2.3,0.0,104.2,-1.0
COc1ccc(CC(=O)NNc2ncnc3c2cnn3C)cc1OC,16,102.1,-10.0,0.0,-4.0,-0.5,101.7,-3.7,-15.0,101.6,-11.0
COc1ccc(OCC(=O)Nc2ccc(NC(=O)c3cccs3)c(OC)c2)cc1,17,102.8,0.0,1.0,0.0,-0.3,99.0,-0.6,-1.0,101.9,2.0
O=C(NC1CCCC1)C1CCCN1S(=O)(=O)c1cccc2cccnc12 (stereo not given),12,103.0,-12.0,0.0,-3.0,0.9,99.8,1.4,-8.0,101.2,-3.0
COc1ccc(CC(=O)NN2C(=O)c3ccccc3C2=O)cc1,6,104.7,0.0,0.0,-2.0,2.2,105.5,12.9,1.0,104.6,0.0
COc1ccc(OC)c(NC(=O)Cn2c(C)nc3ccccc3c2=O)c1,14,100.0,-4.0,-1.0,0.0,-1.2,102.5,23.9,-2.0,97.0,0.0

# Continued, starting with the last 2 of the part before.
SMILES,GSH fluor,RGS7-Gao reg,Bfl-1 Bim block,Bcl-W Bim block,Bim-Bcl-XL,ABCB1 inh,RGS4-Gao reg,ABCG2 inh,Bcl-2 Bim block,RGS8-Gao,Bim-Bcl-B
COc1ccc(CC(=O)NN2C(=O)c3ccccc3C2=O)cc1,6,104.7,0.0,0.0,-2.0,2.2,105.5,12.9,1.0,104.6,0.0
COc1ccc(OC)c(NC(=O)Cn2c(C)nc3ccccc3c2=O)c1,14,100.0,-4.0,-1.0,0.0,-1.2,102.5,23.9,-2.0,97.0,0.0
COc1ccc(C)cc1NC(=O)c1ccc(-c2ccc(C(C)=O)cc2)o1,9,105.7,-7.0,0.0,0.0,1.2,103.7,4.2,-4.0,106.1,-3.0
CC(Oc1ccc(-c2ccccc2)cc1)C(=O)N1CCOCC1 (stereo not given),14,119.6,-9.0,0.0,-4.0,4.3,114.3,3.9,-14.0,110.1,-4.0
CCn1cc(CNC(=O)c2c(-c3c(Cl)cccc3Cl)noc2C)c(C)n1,13,97.8,-12.0,-4.0,-6.0,0.3,100.5,4.1,-5.0,102.6,-7.0
C#CCOC(=O)c1ccccc1C(=O)O,15,97.4,-2.0,-3.0,-6.0,0.2,100.6,0.3,7.0,93.6,-2.0
CCCCC(CC)CNC(=O)CCS(=O)(=O)c1cccc2nsnc12 (stereo not given),29,98.7,-14.0,2.0,-2.0,1.8,98.0,17.3,-6.0,99.8,-7.0
CC(C)(C)c1ccc(OCC(O)CSc2ncn[nH]2)cc1 (stereo not given),6,106.6,0.0,-3.0,-2.0,0.0,96.0,0.6,0.0,100.3,-3.0
O=C(Nc1ccccc1C(=O)NC(Cc1ccccc1)C(=O)NC1CCCCCC1)c1ccccc1 (stereo not given),30,100.2,0.0,0.0,0.0,11.2,97.6,12.4,-2.0,100.3,1.0
CCOC(=O)CSc1ccc(-c2nc3cc(C)c(C)cc3[nH]2)cn1,33,100.7,-5.0,1.0,-4.0,-2.2,103.1,29.8,-3.0,104.5,-8.0
CCN(CC)C(=O)CNc1ccc(C(F)(F)F)cc1[N+](=O)[O-],11,99.3,12.0,-5.0,-7.0,0.2,100.3,0.9,-4.0,103.7,-9.0
CCN(CC)CCCNC(=O)c1cn(C)c2ccc(S(=O)(=O)N(C)C)cc2c1=O,15,99.0,-7.0,-5.0,-6.0,0.3,97.8,2.1,-4.0,100.5,-7.0
NC(=O)c1ccsc1NC(=O)CSc1ccccc1F,4,91.4,0.0,0.0,-2.0,-0.1,87.5,0.1,3.0,96.8,1.0
O=C(Nc1cccc(S(=O)(=O)NC2=NCCCCC2)c1)c1cc(-c2ccccc2)nc2ccccc12,16,86.6,1.0,2.0,0.0,3.5,85.5,1.3,2.0,77.3,1.0
CCOC(=O)CCCNC(=O)CN1C(=O)NC(CCc2ccccc2)C1=O (stereo not given),5,95.7,-2.0,-2.0,-13.0,-0.1,99.7,0.3,0.0,99.3,-2.0
CNc1cnn(-c2ccccc2)c(=O)c1Cl,22,95.2,-2.0,0.0,0.0,0.1,96.4,2.3,-1.0,97.9,0.0
COc1ccc(C(=O)/C(C#N)=N/Nc2ccc([N+](=O)[O-])cc2)cc1,20,?,-1.0,0.0,-3.0,-0.2,103.0,11.2,-1.0,100.6,-2.0
Cc1ccc(NC(=O)CN(C)C(=O)COc2cccc3cccnc23)cc1,10,102.8,1.0,-1.0,-4.0,0.2,100.6,0.2,0.0,103.1,-8.0
COc1cc(OC)cc(C(=O)N[C@H](C(=O)OCC(=O)Nc2ccc(OC)c(OC)c2)C(C)C)c1,11,?,-3.0,0.0,0.0,2.6,91.6,21.8,-2.0,96.0,2.0
CC(C)c1ccc(NC(=O)CN(Cc2ccccc2)S(C)(=O)=O)cc1,15,102.4,3.0,0.0,0.0,0.3,103.7,2.0,6.0,105.1,0.0
Cc1cc2nc(CCN(Cc3cccnc3)C(=S)Nc3ccc(F)cc3)[nH]c2cc1C,10,95.5,9.0,0.0,0.0,0.6,98.1,3.2,4.0,101.9,5.0
O=C(COc1ccc(Cl)cc1Cl)NCCCn1ccnc1,16,102.2,-12.0,0.0,-4.0,0.2,103.6,0.9,-5.0,102.1,-6.0
Cc1ccc(S(=O)(=O)N2CCOCC2)cc1NC(=O)COC(=O)c1cc(=O)c2ccccc2o1,18,95.5,-3.0,-3.0,-6.0,0.5,97.0,5.6,0.0,110.3,-2.0
CCn1c(COc2ccc(=O)n(-c3ccccc3)n2)nnc1SCc1ccc(OC)cc1,55,105.0,-12.0,8.0,-1.0,1.3,106.9,7.9,0.0,100.0,-3.0
Cc1c(/C=N\NC(=O)c2cc3ccccc3o2)c2ccccc2n1C,10,98.9,-1.0,-1.0,0.0,-1.7,101.3,-6.2,1.0,102.5,0.0
Cc1ccc(S(=O)(=O)N2CCN(C(C)C)CC2)cc1,11,102.3,-4.0,0.0,-1.0,0.2,100.4,6.3,-1.0,102.0,-6.0
CO/N=C(\C(=O)O)c1csc(NN=C(C)C)n1,14,87.3,1.0,-3.0,-1.0,0.8,90.3,10.4,-2.0,80.5,-3.0

# Ordered by formula weight (high to low): part of the list above
SMILES,GSH fluor,RGS7-Gao reg,Bfl-1 Bim block,Bcl-W Bim block,Bim-Bcl-XL,ABCB1 inh,RGS4-Gao reg,ABCG2 inh,Bcl-2 Bim block,RGS8-Gao,Bim-Bcl-B
Cc1cc2nc(CCN(Cc3cccnc3)C(=S)Nc3ccc(F)cc3)[nH]c2cc1C,10,95.5,9.0,0.0,0.0,0.6,98.1,3.2,4.0,101.9,5.0
CC(C)c1ccc(NC(=O)CN(Cc2ccccc2)S(C)(=O)=O)cc1,15,102.4,3.0,0.0,0.0,0.3,103.7,2.0,6.0,105.1,0.0
CNc1cnn(-c2ccccc2)c(=O)c1Cl,22,95.2,-2.0,0.0,0.0,0.1,96.4,2.3,-1.0,97.9,0.0
